# uPA generation: qHTS for Inhibitors of Cell Surface uPA Generation; cell surface uPA generation assay, qHTS; Potency, µM (titrated, usually from 38.3 µM), inactives show top-dose activity change, negative = inhibition, most hits filed as inhibitors; hit rate 0.31% among 330,000; AID 540303, 2011; active means well fitted inhibition curve with a large enough effect; inconclusive means small, poorly fitted or top-dose-only effect; inactive means no such curve, though single readings can be large or run the other way; tested in mouse RAW 264.7 cells; further: on the % scale 0 is the no-effect control and ±100 the full control effect; nearly all actives have a fitted effect of over 55% in size
# ELG1 genotox: qHTS screen for small molecules that induce genotoxicity in human embryonic kidney (HEK293T) cells expressing luciferase-tagged ELG1. Potency, µM (highest dose often 46 µM), for inactives: at the highest dose activity change, positive = activation, most hits filed as activators. hit rate 1.3% among 330,000. HEK293T ELG1-luciferase reporter, luminescence, 16 h; further: % of control where 0% means no effect; nearly all actives have a fitted effect of over 60% in size
#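 After overnight (16 hr) compound treatment at 37 °C, ELG1-luciferase HEK293T cells were lysed with ONE-Glo; luminescence quantified 30 min later at room temperature.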
# p53 reactivator: qHTS assay for re-activators of p53 using a Luc reporter; H1299 p53-A138V BP100-luciferase reporter, luminescence, 24 h; Potency, µM (titrated, usually from 92.2 µM), inactives show at the top dose activity change, positive = activation, actives largely listed as activators; hit rate 0.063% among 320,000; AID 504706, 2011; further: % of control where 0% means no effect; nearly all actives have a fitted effect of over 45% in size
#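 H1299 (p53-null), stable ts p53-A138V + BP100-Luc; 1000 cells/well, Opti-MEM/10% FBS; cpd 4 pt, 1:5; 24 h, 37 deg C, 5% CO2; detection reagent 10 min RT; luminescence.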
# BRCA1 expr up: qHTS Assay to Identify Small Molecule Activators of BRCA1 Expression; MCF7-BRCA1-FFLuc reporter, luminescence, 48 h; response scale: scaled: vehicle 0%, 10 µM genistein 100%; Potency, µM (highest dose often 46.1 µM), for inactives: top-dose activation, usual class: activators; hit rate 1.1% among 380,000; AID 624202, 2012; further: nearly all actives have a fitted effect of over 80% in size; some results filed as inactive show a strong effect at the top dose
#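 Quantitative HTS in MCF7 cells stably reporting BRCA1 expression via firefly luciferase. Compound treatment lasts 48 h at 37 °C in phenol-red free MEM. Activation is expressed relative to genistein at 10 microM and DMSO.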
# Gal4-VP16 FLuc: VP16 counterscreen qHTS for inhibitors of ROR gamma transcriptional activity; hit rate 3.5% among 310,000; Drosophila S2 Gal4-VP16 UAS-luciferase, luminescence, 20 h; Potency, µM (doses to about 53.6 µM), inactives show at the highest dose activity, negative = inhibition, actives largely listed as inhibitors; AID 2546, 2010;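 further: Gal4-VP16 expression switched on by copper sulfate through the metallothionein promoter; on the % scale 0 is the no-effect control and ±100 the full control effect; nearly all actives have a fitted effect of over 50% in size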
# Rab9 promoter act: qHTS Assay for Rab9 Promoter Activators; Huh7 Rab9 promoter-luciferase reporter, luminescence, 24 h; Potency, µM (doses to about 9.22 µM), for the others: at the highest dose activation, negative = inhibition, most hits filed as activators; hit rate 2.8% among 320,000; AID 485297, 2010; further: % of control where 0% means no effect; nearly all actives have a fitted effect of over 60% in size
#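 Steps: seed 1500 Huh7 Rab9-luc cells per well, rest 2 h at 37 °C; add compound in DMSO; incubate 24 h; add luciferase reagent, 10 min ambient; read luminescence.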
# CXXC DNA block: qHTS Fluorescence Polarization Assay for Inhibitors of MLL CXXC domain - DNA interaction; MLL-CXXC / FITC-HOXA9 DNA fluorescence polarization; Potency, µM (titrated, usually from 115 µM), for the others: at the top dose activity change, negative = inhibition, actives largely listed as inhibitors; hit rate 0.037% among 290,000; AID 2662, 2010; active means well fitted inhibition curve with a large enough effect in the polarisation, with a control signal flat, not every such curve was filed as active; inconclusive means small, poorly fitted or top-dose-only effect, or effect the other way, or a change in a side signal; inactive means no such curve, though single readings can be large or run the other way; the % refers to the polarisation
#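 Fluorescence polarization: 7 uM MLL-CXXC (stock) preincubated 5 min with compounds, then 50 nM fluorescein-HOX-A9 DNA (stock) added; 30 min ambient. Buffer 50 mM Tris-HCl pH 7.5, 50 mM NaCl, 1 mM DTT, 0.05% BSA.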
# NPC1 prom act: qHTS Assay for NPC1 Promoter Activators; Huh7 NPC1 promoter luciferase reporter, 24 h; Potency, µM (series often up to 9.22 µM), without a hit: at the top dose activation, most hits filed as activators; hit rate 2.4% among 320,000; AID 485313, 2010;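 further: % of control where 0% means no effect; nearly all actives have a fitted effect of over 60% in size; reporter is driven by a mutant NPC1 promoter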
#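 Readout is luciferase luminescence, reflecting NPC1 promoter activation in stably transfected Huh7 cells after 24 h compound exposure at 37 °C in reduced-serum medium with 10% FBS.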
# FLuc counter: qHTS profiling assay for firefly luciferase inhibitor/activator using purifed enzyme and Km concentrations of substrates (counterscreen for miR-21 project); Luciferin 4-monooxygenase (Photinus pyralis), P08659; purified FLuc, Km substrates, luminescence inhibition; Potency, µM (series often up to 57.5 µM), for inactives: top-dose activity change, negative = inhibition, most hits filed as inhibitors; hit rate 6.9% among 360,000; AID 588342, 2011;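 further: plate controls were vehicle for no effect and reference inhibitor for full effect; nearly all actives have a fitted effect of over 55% in size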
# Target sequence (P08659 whole entry, looked up): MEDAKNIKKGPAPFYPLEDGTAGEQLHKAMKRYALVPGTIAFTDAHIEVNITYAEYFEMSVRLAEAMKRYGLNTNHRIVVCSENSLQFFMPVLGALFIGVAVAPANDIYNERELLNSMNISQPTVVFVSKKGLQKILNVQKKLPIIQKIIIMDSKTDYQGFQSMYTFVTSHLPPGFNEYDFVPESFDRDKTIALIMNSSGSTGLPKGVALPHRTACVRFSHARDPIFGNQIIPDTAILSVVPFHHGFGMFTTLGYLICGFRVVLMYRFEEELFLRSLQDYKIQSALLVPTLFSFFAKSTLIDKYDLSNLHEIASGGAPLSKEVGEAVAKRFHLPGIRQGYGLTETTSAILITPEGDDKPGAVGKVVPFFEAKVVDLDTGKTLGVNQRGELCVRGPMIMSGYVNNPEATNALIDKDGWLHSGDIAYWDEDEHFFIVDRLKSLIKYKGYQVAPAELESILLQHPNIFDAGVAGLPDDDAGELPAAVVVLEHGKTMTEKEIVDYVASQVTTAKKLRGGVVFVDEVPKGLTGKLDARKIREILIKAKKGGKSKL
#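 Purified P. pyralis luciferase, 10 nM final, with Km-level 10 uM D-luciferin and 10 uM ATP in 50 mM Tris acetate pH 7.5, 10 mM Mg acetate, 0.01% Tween-20, 0.05% BSA; 6-point qHTS titration about 60 µM downward; luminescence read.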
# RORgamma inh: qHTS for inhibitors of ROR gamma transcriptional activity | Nuclear receptor ROR-gamma (Mus musculus), P51450 | Drosophila S2 Gal4-RORgamma UAS-luciferase reporter, 20 h | Potency, µM (series often up to 53.6 µM), for the others: top-dose activity change, negative = inhibition, usual class: inhibitors | hit rate 5.4% among 310,000; further: on the % scale 0 is the no-effect control and ±100 the full control effect; nearly all actives have a fitted effect of over 60% in size
#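 Using a luciferase readout, inhibitors were identified by reduced reporter activity in Drosophila cells coexpressing a copper-inducible Gal4–ROR gamma fusion and UAS-driven Photinus luciferase, incubated 20 hr after 700 uM copper sulfate.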
# MBNL1-CUG inh: qHTS Assay for Inhibitors of MBNL1-poly(CUG) RNA binding; TR-FRET MBNL1-His/biotin-(CUG)12 binding, 665/545 ratio; Potency, µM (top dose mostly 57.5 µM), for the others: at the top dose activity change, negative = inhibition, usual class: inhibitors; hit rate 0.036% among 280,000; AID 2675, 2010; active means well fitted inhibition curve with a large enough effect in the signal ratio, with a control signal flat, not every such curve was filed as active; inconclusive means small, poorly fitted or top-dose-only effect, or effect the other way, or a change in a side signal; inactive means no such curve, though single readings can be large or run the other way; the % refers to the signal ratio; further: on the % scale 0 is the no-effect control and ±100 the full control effect
# Target sequence (Q9NR56 whole entry, looked up): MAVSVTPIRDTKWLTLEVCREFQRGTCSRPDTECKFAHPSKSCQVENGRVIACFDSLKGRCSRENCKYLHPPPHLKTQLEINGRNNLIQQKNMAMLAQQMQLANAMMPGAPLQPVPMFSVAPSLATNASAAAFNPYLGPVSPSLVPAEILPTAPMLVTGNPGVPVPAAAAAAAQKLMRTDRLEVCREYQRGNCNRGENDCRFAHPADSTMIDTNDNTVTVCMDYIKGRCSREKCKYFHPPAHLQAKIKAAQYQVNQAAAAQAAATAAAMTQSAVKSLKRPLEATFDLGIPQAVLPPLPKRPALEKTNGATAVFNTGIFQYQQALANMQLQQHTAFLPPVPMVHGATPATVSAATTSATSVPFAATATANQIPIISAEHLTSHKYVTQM
#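 His-tagged MBNL1 binding to biotinylated (CUG)12 RNA was measured by TR-FRET using terbium anti-His antibody (0.055 ng/ul final) and streptavidin-XL665 (5 nM final). Compounds were titrated 92 nM to 58 uM; 60 min at room temperature.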
# * = called active by the depositor; ? = inconclusive; . = no result given; [ ] = remark or other dose. Unless noted, the call rests on the fitted dose curve; in most records, active means well fitted curve in the direction sought with a large enough effect; inconclusive means small, poorly fitted or top-dose-only effect, or another doubt; inactive means no such curve, though single readings can be large; an effect the other way counts as inactive or inconclusive. Potency means the concentration at half of the fitted maximal effect. A portion of the library (hit frequency here may not be typical).
# Start of the data: the first two entries, ahead of the listing:
SMILES,uPA generation,ELG1 genotox,p53 reactivator,BRCA1 expr up,Gal4-VP16 FLuc,Rab9 promoter act,CXXC DNA block,NPC1 prom act,FLuc counter,RORgamma inh,MBNL1-CUG inh
O=C(O)c1ccc(NCc2ccc3c(c2)OCO3)cc1,4%,9%,0%,17%,1.3µM*,16%,6%,8%,?,4µM*,-3%
Cc1nc(C)c(C(=O)Nc2nc3c(C)cccc3s2)o1,.,0%,16%,-34%,19%,2%,0%,0%,?,-33%,14%

# The whole of this part, from the start:
SMILES,uPA generation,ELG1 genotox,p53 reactivator,BRCA1 expr up,Gal4-VP16 FLuc,Rab9 promoter act,CXXC DNA block,NPC1 prom act,FLuc counter,RORgamma inh,MBNL1-CUG inh
O=C(O)c1ccc(NCc2ccc3c(c2)OCO3)cc1,4%,9%,0%,17%,1.3µM*,16%,6%,8%,?,4µM*,-3%
Cc1nc(C)c(C(=O)Nc2nc3c(C)cccc3s2)o1,.,0%,16%,-34%,19%,2%,0%,0%,?,-33%,14%
O=C(CSc1cccc[n+]1[O-])N1CCc2ccccc21,-12%,7%,6%,21%,-2%,12%,4%,13%,-1%,4%,8%
COc1cccc(-c2cc(C(=O)Nc3cc(OC)c(OC)c(OC)c3)no2)c1,.,-23%,-33%[inhibitor],-67%,-10%,-7%,4%,-17%,?,12%,0%
CCC(=O)c1ccc(OCC(=O)N(CC)CC(=O)Nc2ccccc2OC)cc1,1%,-1%,-4%,-8%,.,-4%,.,-3%,1%,.,.
CCOC(=O)N1CCN(C(=O)CSCC(=O)N=c2sc3ccccc3n2C)CC1,3%,.,.,-11%,12%,.,-5%,.,2%,32%,-13%
O=C(CCCN1C(=O)c2ccccc2C1=O)NCC1CCCO1 (stereo not given),.,-2%,11%,1%,-5%,-2%,1%,-4%,0%,-1%,10%
Cc1ccc(Nc2nc(-c3ccccc3)c(CC(=O)O)s2)cc1,3%,?,0%,?,7%,13%,1%,2%,13µM*,11%,11%
Cc1ccc(NS(=O)(=O)c2cc(C(=O)N3CCc4ccccc4C3)ccc2Cl)cc1,-18%,-3%,-8%,-52%,-2%,0%,-4%,-2%,-1%,?,-2%
Clc1ccc(-n2ncc3c(NCc4cccnc4)ncnc32)cc1Cl,6%,?,?,54%,9%,1.1µM*,3%,0.5µM*,1.1µM*,38%,1%
CCN(CC)S(=O)(=O)c1cc(C(=O)NC2CCCCC2)ccc1C,.,?,?,?,-16%,4µM*,-8%,2.8µM*,7.6µM*,8%,-8%
COc1ccc(-c2nc(CN3CCCCC3CCc3ccccn3)c(C)o2)cc1 (stereo not given),-4%,-4%,-2%,-4%,4%,0%,-5%,-1%,-6%,-34%,-2%
Cc1cc(NC(=O)CCC(=O)N(CC(=O)NCC2CCCO2)c2ccc3c(c2)OCCO3)no1 (stereo not given),3%,-3%,-6%,0%,-9%,-1%,0%,1%,-1%,-10%,3%
O=[N+]([O-])c1ccccc1OCCOc1ccccc1[N+](=O)[O-],0%,11%,8%,?,5%,2µM*,-10%,3.5µM*,-8%,-2%,.
CNC(=O)Cn1c(C)cc(=O)c2cccc(OC)c21,-10%,1%,-4%,-20%,-5%,0%,1%,-4%,-1%,15%,.
Cc1ccc2c(C)c(C(=O)Nc3nnc(C)s3)oc2c1,3%,4%,3%,-25%,-1%,-3%,2%,4%,-3%,-15%[10 µM],19%
O=C1CC(N2CCN(c3ccc(F)cc3)CC2)C(=O)N1Cc1ccc(N2CCCC2=O)cc1 (stereo not given),-1%,-6%,-8%,-37%,-3%,-9%,-3%,-3%,-1%,21%,0%
Cc1ccc(N(C(C)C(=O)N2CCCC2)S(C)(=O)=O)cc1 (stereo not given),4%,0%,-2%,-2%,-3%,3%,-6%,12%,-3%,0%,-7%
Cc1nc2nc(Cc3ccccc3)[nH]n2c(=O)c1Cl,12%,0%,-1%,11%,?,-1%,1%,12%,2%[2.3 µM],0%,-3%
COc1ccc(Nc2nc(CN3CCOCC3)nc3sc4c(c23)CCC(C)C4)cc1OC (stereo not given),.,2%,-15%,.,-8%,0%,-3%,-7%,-14%,-4%,0%[11.5 µM]
CC(C)(C)NC(=O)NC(=O)COC(=O)Cc1c(F)cccc1Cl,-1%,-1%,-1%,-8%,-5%,-4%,-3%,-5%,-9%,?,-6%
Cc1ccc(S(=O)(=O)c2nc(S(C)(=O)=O)sc2N2CCCCC2C)cc1 (stereo not given),-26%,-15%,-3%,-48%,4%,-9%,3%,1%,-1%,11%,11%
CC(=O)NCCC(=O)NCc1ccc(F)cc1,-1%,0%,4%,0%,-7%,-2%,-4%,-5%,10%,4%,-2%
O=C(O)c1cc(-c2ccc(Cl)cc2)n(-c2ccc(Cl)cc2)n1,2%,-3%,-1%,-2%,-6%,0%,-3%,-2%,?,14%,-3%
CCC(=O)Nc1c2c(nc3c1CCC3)CCCC2,0%,-1%,-2%,0%,1%,6%,12%,1%,4%,-4%,-3%
Cn1nc(-c2ccc(Cl)cc2)cc1NC(=O)CCCC(=O)O,-7%,2%,0%,-18%,-3%,2%,2%,-6%,-12%,1%,.
O=C1/C(=N/n2cnnc2)c2ccccc2N1Cc1ccccc1,.,-2%,-1%,.,-28%,4%,7%,0%,?,-15%,21%
Cc1nn(C)cc1CN1CCCC(C(=O)c2ccc(-c3ccccc3)c(F)c2)C1 (stereo not given),-2%,-10%,-3%,-33%,2%,-3%,-5%,-1%,0%,29%,?
COc1ccc(C(=O)CSc2nnc(Cn3nnc4ccccc43)n2C)cc1,4%,1%,2%,-56%,?,-6%,3%,1%,4%,4%,5%
CCC(NC(=O)CCc1c(C)c2cc3c(-c4ccccc4)coc3cc2oc1=O)C(=O)O (stereo not given),1%,1%,-2%,3%,-22%,0%,-62%,0%,?,-34%,-2%
CN(C(=O)CCCN1CCCC1=O)C1CCCN(Cc2ccccc2F)C1 (stereo not given),-4%,-2%,.,15%,.,0%,-12%,0%,0%,.,5%
CC(=O)N1CCc2cc(S(=O)(=O)CCC(=O)O)ccc21,-6%,-2%,9%,16%,-8%,15%,-1%,-3%,4%,-19%,5%
CSCCC1NC(=S)N(Cc2ccccc2)C1=O (stereo not given),-9%,2%,1%,3%,-22%,-2%,40%[activator],-1%,8%,-45%,-2%
Cc1cc(C)cc(Oc2nc3c(C)cccn3c(=O)c2/C=C(\C#N)C(=O)NC2CCS(=O)(=O)C2)c1 (stereo not given),-1%,0%,4%,-87%,-8%,2%,-15%,0%,3%,8%,.
CS(=O)(=O)N1CCc2cc(C(=O)N3CCCCC3)ccc21,4%,-4%,5%,-4%,1%,0%,0%,0%,-4%,-12%,-6%
CCc1ccccc1NC(=O)C1CCCN1C(=O)NCc1ccccc1 (stereo not given),1%,1%,4%,8%,7%,-1%,-2%,2%,1%,-9%,-2%
CCC(OC(=O)C(C)N1C(=O)C(=O)c2ccccc21)C(=O)Nc1ccccc1OC (stereo not given),-5%,5%,10%,-6%,6%,2%,-4%,-3%,2%,-8%,-1%
COc1ccc(CCN(C)C(=O)CSc2nccn2C)cc1OC,-7%,-3%,18%,-5%,-6%,-2%,5%,-9%,1%,-1%,-5%
COc1ccc(-c2nn(-c3ccccc3)cc2/C=C(\C#N)C(N)=O)cc1[N+](=O)[O-],-1%,3%,0%,2%,-16%,0%,-8%,-5%,2%,8%,3%
CCc1ccc(NC(=O)C(C)OC(=O)c2ccc(-n3cnnn3)cc2)cc1 (stereo not given),6%,2%,1%,8%,.,4%,.,-6%,3%,.,.
O=C(Nc1ccc(S(=O)(=O)Nc2ncccn2)cc1)c1ccccc1NS(=O)(=O)c1ccc(F)cc1,-6%,0%,11%,-3%,5%,-5%,-8%,-10%,?,0%,2%
COc1ccc2nc3cc(Cl)ccc3c(Nc3cc(C(C)C)c(O)cc3C)c2c1,-12%,-8%,-11%,-86%,-8%,2%[1.84 µM],?,-2%,?,0%,8%
COc1ccc(Br)c(C(=O)NC(C)(C)CO)c1,4%,-2%,4%,2%,-2%,0%,8%,-6%,7%,34%,.
Cc1cc(-n2c(C)cc(C(=O)CSc3nc4ccccc4c(=O)n3Cc3ccco3)c2C)no1,4%,5%,14%,5%,-4%,2%,0%,-2%,1%,-7%,-8%
